H9c2 TAG inh: reduces triacylglycerol accumulation in H9c2 cells. inhibition, % at 12.5 µM. Nile Red lipid (TAG) fluorescence; cells loaded with 200 µM oleic acid. AID 651582. 0.66% of 230,000 active;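 active means pattern-corrected inhibition of lipid staining of at least 50% with the nuclear-stain viability signal not falling by more than 50%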;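 further: 0% = DMSO wells and 100% = triacsin C control wells; some results filed as inactive read as strong as hits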
H9c2 TAG inh DAPI viability: further read-out of H9c2 TAG inh, marked with its call; DAPI nuclei signal change (viability), lower = more cytotoxic, %;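 whole-well DAPI fluorescence read on a plate reader as a viability signal; minus 50 percent equals half of cells still viable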
Active calls of the source: *.

SMILES	H9c2 TAG inh	H9c2 TAG inh DAPI viability
Cc1nnc(NN)n(N)c1=O	-4	5
CCCCn1c(=NC(=O)c2ccco2)c(C(=O)OCC)cc2c(=O)n3cccc(C)c3nc21	12	20
Cc1cccc(OCCCC(=O)NCC(=O)Nc2cccc(C)c2C)c1	8	1
Cc1ccc(-c2nn3c(C)nnc3s2)cc1NC(=O)c1cccnc1	-1	-4
CCCCN1C(=O)c2ccc(C(=O)NCc3ccco3)cc2C1=O	4	-2
CCC(C)NC(=O)C(=O)NCc1ccccn1 (configuration not stated)	0	-10
Fc1ccccc1CCNc1c2c(nc3ncnn13)CCCC2	-29	7
COc1cc(C2C(C#N)=C(N)Oc3cc(C)oc(=O)c32)cc(OC)c1OC (configuration not stated)	0	-3
CC(C)(C)N(Cc1ccccc1)C(=O)COC(=O)C1=NN(c2ccccc2)C(=O)CC1	2	-4
Cc1cc(C)n(-c2ccc(Cl)c(C(=O)NCc3ccccc3)n2)n1	-18	-8
COc1cc2c(cc1OC)[C@@H](NC(=O)Cc1ccc(F)cc1)[C@H](OCc1ccccc1)C2	-8	0
Cc1ccc(NC(=O)CSc2nncn2N)cc1C	-7	9
Cc1ccccc1NC(=S)N(CCN1CCOCC1)Cc1ccccc1F	2	1
CCCCCc1ccc(C(=O)CCCC)c(=S)[nH]1	-22	-5
CCOC(=O)N1CCC(NCCNC(=O)c2ccc(Cl)cc2)CC1	-6	12
CCOC(=O)C(Cc1nc(OCc2ccccc2)cc(OCc2ccccc2)n1)=NO	2	-7
O=C(CC(c1ccccc1)c1ccco1)N1CCCCC1 (configuration not stated)	-13	1
O=S(=O)(c1ccccc1)N(Cc1cccc(F)c1)c1ccccc1	-25	-2
COc1ccc(C(=O)N2CCCC(Nc3ccc(C(C)C)cc3)C2)c(OC)n1 (configuration not stated)	-3	-1
CCc1nc2ccccc2n1CC(=O)Nc1cc(C)on1	0	-8
CC(=O)Nc1cccc(C(=O)OCc2csc(CC(=O)Nc3ccccc3C)n2)c1	9	-2
O=C(Nc1nccs1)C1CC=CCC1C(=O)OCC(F)(F)C(F)F (configuration not stated)	-3	8
CC(=O)Nc1ccc(/C=N/N2CCCCC2)cc1	6	-7
Cc1ccccc1C1C(C#N)=C2N=C(N)c3c(sc4c3CCCCC4)N2C2=C1C(=O)CCC2 (configuration not stated)	10	18
CC(=O)c1c(C)[nH]c(C(=O)CN2CCN(S(=O)(=O)c3ccccc3[N+](=O)[O-])CC2)c1C	7	-7
Cc1cc(NC(=O)COC(=O)C2CCC2)no1	-1	5
C(=N\c1nccs1)/c1c[nH]c2ccccc12	6	3
Cn1c(/C=C/c2ccccc2)nc2ccccc21	17	53
CCc1ccccc1NC(=O)CNC(=O)CCc1nc2sc3c(c2c(=O)[nH]1)CCCC3	5	3
O=C1COc2ccc(C(=O)CSc3ccccc3C(=O)O)cc2N1	6	-2
Cc1ccc(NC(=S)NC(NC(=O)c2ccco2)C(Cl)(Cl)Cl)cc1 (configuration not stated)	-14	-10
COc1ccc(-n2c(C)c(C(C)=O)c3cc(O)ccc32)cc1	-127	-13
N#CCCN(C(=O)CN1c2cccc3cccc(c23)S1(=O)=O)c1ccccc1	-11	5
Cc1cc(C)c(NC(=O)CNC(=O)COC(=O)C2=COCCO2)c(C)c1	-12	0
CCCCC1CCCC12NC(=O)NC2=O (configuration not stated)	6	0
COc1cccc(OCC(=O)NC2CCS(=O)(=O)C2)c1 (configuration not stated)	-25	4
COc1ccc(-c2cccc(CCC(=O)N3CCN(c4cc(C)ccc4C)CC3)c2)cc1	-22	2
Cc1ccc(-c2nnn(CC(=O)N3CCN(c4nc5ccccc5s4)CC3)n2)cc1	7	-14
Cc1ccc(S(=O)(=O)NCc2ccccc2)cc1	-3	-2
O=C(Cn1c2[n+](c3ccccc31)CC(O)CS2)c1ccccc1 (configuration not stated)	3	-3
O=[N+]([O-])c1cccc(N/N=C/c2cccc(O)c2O)c1	37	-13
O=C(COC(=O)c1c(Cl)cccc1Cl)Nc1cccc(S(=O)(=O)NC2=NCCCCC2)c1	-5	-4
O=C(COc1ccccc1)Nc1nnc(-c2ccc(Cl)cc2)o1	10	-12
COC(=O)CSc1ccc(S(=O)(=O)N2CCCCCC2)cc1[N+](=O)[O-]	12	0
CCOC(=O)N1CCN(C(=O)c2cc(OCC)c(OCC)c(OCC)c2)CC1	6	0
C#CCOCCOCCOCCNc1nc(N2CCN(C(=O)[C@H]([C@@H](C)CC)n3cc([C@@H](N)CO)nn3)CC2)nc(N2CCN(C(=O)[C@H](Cc3ccc(O)cc3)n3cc([C@@H](N)CC(C)C)nn3)CC2)n1	0	16
CC1(C)CC(=O)C2=C(C1)N(c1cccc(O)c1)C1=C(C2)C(=O)CC(C)(C)C1	3	-7
CCc1sc(C(=O)N2CCc3ccccc32)cc1C	-8	-6
CCOc1c(Br)cc(C(=O)Nc2cccc(S(=O)(=O)N3CCOCC3)c2)cc1OC	11	2
COCCN1Cc2cccc(C(=O)Nc3cccc(-c4nc5ccccc5[nH]4)c3)c2C1=O	80*	-4.6*
Cn1c(=O)oc2cc(S(=O)(=O)Nc3ccccc3)ccc21	9	-5
CCc1cc2c(=O)c(-c3cscn3)coc2c(CN(C)C)c1O	-6	-2
CCCCN(C(=O)C1=NN(c2ccccc2)C(=O)CC1)c1c(N)n(CCC)c(=O)[nH]c1=O	19	4
COc1ccc(C(=O)NCCOc2cccc(OC)c2)cc1	-7	7
COc1cc(C(=O)OC(C)c2ccc(F)cc2)ccc1OCC(=O)N1CCOCC1 (configuration not stated)	-11	-4
O=C(CCNS(=O)(=O)c1ccccc1C(F)(F)F)N1CCN(S(=O)(=O)c2cccc(F)c2)CC1	0	3
O=C(CN1C(=O)C2C3C=CC(C3)C2C1=O)NCCC1=CCCCC1 (configuration not stated)	1	-6
CCN1CCN(C(=O)c2ccccc2N(Cc2ccccc2)S(=O)(=O)c2ccc(OC)cc2)CC1	4	9
N#CCSc1nnc(COc2cccc3ccccc23)n1-c1cccc(Cl)c1	-3	21
O=C(NCc1ccc(Cl)c(Cl)c1)c1ccco1	-1	-7

Part of the list above in order of number of heavy atoms, high to low:
SMILES	H9c2 TAG inh	H9c2 TAG inh DAPI viability
C#CCOCCOCCOCCNc1nc(N2CCN(C(=O)[C@H]([C@@H](C)CC)n3cc([C@@H](N)CO)nn3)CC2)nc(N2CCN(C(=O)[C@H](Cc3ccc(O)cc3)n3cc([C@@H](N)CC(C)C)nn3)CC2)n1	0	16
CCN1CCN(C(=O)c2ccccc2N(Cc2ccccc2)S(=O)(=O)c2ccc(OC)cc2)CC1	4	9
O=C(CCNS(=O)(=O)c1ccccc1C(F)(F)F)N1CCN(S(=O)(=O)c2cccc(F)c2)CC1	0	3
COc1ccc(-c2cccc(CCC(=O)N3CCN(c4cc(C)ccc4C)CC3)c2)cc1	-22	2
CCOc1c(Br)cc(C(=O)Nc2cccc(S(=O)(=O)N3CCOCC3)c2)cc1OC	11	2
N#CCSc1nnc(COc2cccc3ccccc23)n1-c1cccc(Cl)c1	-3	21
CC1(C)CC(=O)C2=C(C1)N(c1cccc(O)c1)C1=C(C2)C(=O)CC(C)(C)C1	3	-7
COC(=O)CSc1ccc(S(=O)(=O)N2CCCCCC2)cc1[N+](=O)[O-]	12	0
O=C(CN1C(=O)C2C3C=CC(C3)C2C1=O)NCCC1=CCCCC1 (configuration not stated)	1	-6
O=C(Cn1c2[n+](c3ccccc31)CC(O)CS2)c1ccccc1 (configuration not stated)	3	-3
COc1ccc(C(=O)NCCOc2cccc(OC)c2)cc1	-7	7
Cn1c(=O)oc2cc(S(=O)(=O)Nc3ccccc3)ccc21	9	-5
COc1cccc(OCC(=O)NC2CCS(=O)(=O)C2)c1 (configuration not stated)	-25	4
CCc1sc(C(=O)N2CCc3ccccc32)cc1C	-8	-6
Cc1ccc(S(=O)(=O)NCc2ccccc2)cc1	-3	-2
O=C(NCc1ccc(Cl)c(Cl)c1)c1ccco1	-1	-7

Next compounds
SMILES	H9c2 TAG inh	H9c2 TAG inh DAPI viability
Nc1cc(-c2ccc(Br)cc2)nn1S(=O)(=O)c1ccccc1	-12	4
CCOC(=O)c1cc(=O)nc(N)s1	3	6
C/C(N)=C(/C#N)C(=O)CSc1nc2ccccc2c(=O)n1Cc1ccc(C)cc1	2	-5
COc1ccccc1CNC(=O)c1ccccc1SCC(=O)NCc1ccco1	-8	3
Cc1n[nH]c(C)c1S(=O)(=O)N1CCN(S(=O)(=O)c2cccc(F)c2)CC1	13	6
Cc1ccc(C(=O)Nc2ccc(C(F)(F)F)n(C)c2=O)cc1	-8	3
CCNc1nc(NCC)nc(N(C)N)n1	-19	18
CCC(c1nnc(SCC(=O)Nc2ccc(S(N)(=O)=O)cc2)n1Cc1ccccc1)N(C)C (configuration not stated)	-12	7
S=c1[nH]nc(-c2cc(-c3ccccc3)n[nH]2)n1/N=C/c1ccc(Cl)c(Cl)c1	19	-4
CCN(CC)CCOC(=O)C1(c2ccccc2)CCOCC1	0	-2
COc1ccccc1NS(=O)(=O)c1cc(C(=O)NCCCN2CCCC2=O)ccc1C	6	-9
Nc1cc(-c2ccccc2)nn1S(=O)(=O)c1ccc(Br)cc1	-11	-3
CC1(C(=O)NS(=O)(=O)c2ccc(Cl)cc2)CCN1C(=O)Cc1ccccc1 (configuration not stated)	10	0
COc1cc(C)c(CN2CCN(CC(=O)Nc3ccccc3C(=O)NC3CC3)CC2)cc1OC	4	5
COc1ccc(C(CNC(=O)CCNC(=O)c2ccc(Br)cc2)N2CCOCC2)cc1 (configuration not stated)	4	9
CCOc1ccc(C(=O)C[n+]2cccc3cc(C)ccc32)cc1	-3	-7
Cc1ccccc1Cn1cc(NC(=O)c2cc(-c3ccco3)on2)cn1	-16	10
Fc1ccccc1OCCCCn1cncn1	5	-10
CCN(CC)CC(=O)N1c2ccccc2CCc2ccc(NC(=O)c3cc(OC)c(OC)c(OC)c3)cc21	18	6
CSc1cccc(NC(=O)c2cc(S(=O)(=O)N3CCc4ccccc43)cn2C)c1	-7	10
CC(C)C(=O)NC(=S)Nc1ccccc1N1CCN(C(=O)c2ccc(Cl)cc2)CC1	3	3
CCc1nc(OCCN(C)C)c2oc3ccccc3c2n1	-9	-3
Cc1ccc(C2(C)NC(=O)N(CC(=O)N3CCc4ccccc43)C2=O)cc1 (configuration not stated)	5	1
CCC(C)NC(=O)C1CCN(S(=O)(=O)c2cc([N+](=O)[O-])ccc2Cl)CC1 (configuration not stated)	29	-12
Cc1cc(NC(=O)CSc2nc(=O)n(CCN(C)C)c3c2CCCC3)no1	-5	4
CCOc1ccc(-c2nnc3ccc(SCC(=O)N4CCN(c5ccccc5)CC4)nn23)cc1	9	1
CCOc1cc2[nH]c(=O)n(Cc3ccc(C(=O)NCCCN4CCC(C)CC4)cc3)c(=O)c2cc1OCC	39	-9
CCC(C(=O)c1ccc(O)cc1)c1ccccc1 (configuration not stated)	-21	8
Cc1ccccc1NC(=O)c1cccc(NC(=O)CCC(=O)O)c1	-6	-4
CC(C)CNC(=O)C1(C)CCCN1C(=O)c1cncc(Br)c1 (configuration not stated)	15	-5
CCOC(=O)C1(C)CCN1C(=O)c1ccc(OC)cc1OC (configuration not stated)	0	9
CCOc1ccc(-c2nnc(SCC(=O)NC3CC3)o2)cc1	16	-4
O=C(CNc1ccc(F)cc1)N/N=C/C1CC=CCC1 (configuration not stated)	-14	1
CC1CCN(CCCOc2ccc(Br)cc2Cl)CC1	1	5
CC(C)(C)c1ccc(C(O)c2ncc(-c3ccc4ccccc4c3)[nH]2)cc1 (configuration not stated)	-40	13
Cc1ccc(-c2cc(Cc3ccc(N(C)C)cc3)c(=O)[nH]n2)cc1	5	11
COc1ccc(Br)c(C(=O)OCC(=O)N2CCc3ccccc32)c1	13	-4
COCCOCCn1c(CCCO)nc2ccccc21	-16	-4
CN(CC(=O)Nc1ccc2c(c1)OCO2)CC(=O)Nc1ccc(F)c(F)c1F	5	1
CCOC(=O)c1ccc(N2N=C(C)/C(=C/C=C/c3ccco3)C2=O)cc1	13	-6
CN(C)S(=O)(=O)c1ccc(N2CCOCC2)c(C(=O)NCc2ccc3c(c2)OCO3)c1	14	-10
CSCCC(NC(N)=O)C(=O)Nc1ccc(C)cc1 (configuration not stated)	-12	14
CSc1sc(C(=O)O)c2c1C(=O)CCC2	4	10
CCN1CCN(Cc2ccc(NC(=O)c3cc(NC(=O)c4cncc(-c5ccc(C#N)cc5)c4)cc(OC)c3)cc2C(F)(F)F)CC1	95*	-6.0*
O=C(CSc1nnc(C2CC2)n1Cc1ccccc1)NCc1ccccc1	-9	-9

Shown as labelled records: part of the list above.
smiles: COCCOCCn1c(CCCO)nc2ccccc21
  H9c2 TAG inh: -16
  H9c2 TAG inh DAPI viability: -4

smiles: CC1CCN(CCCOc2ccc(Br)cc2Cl)CC1
  H9c2 TAG inh: 1
  H9c2 TAG inh DAPI viability: 5

(list continues)
SMILES	H9c2 TAG inh	H9c2 TAG inh DAPI viability
CN(C)c1c([N+](=O)[O-])ncn1C	-2	-4
O=S(=O)(O)c1cc2oc(-c3ccccc3)nc2c2ccccc12	14	1
COc1cccc(NC(=O)C23CCC(C)(C(=O)O2)C3(C)C)c1 (configuration not stated)	4	-7
Cc1cccc(C)c1NC(=O)CC1SC2=NCCN2C1=O (configuration not stated)	12	11
COC(=O)c1cccc(NC(=O)C2COc3ccccc3O2)c1C (configuration not stated)	3	-7
COc1cccc(NC(=O)C(c2ccccc2)N2CCNC(=O)C2)c1 (configuration not stated)	-4	1
CCCc1c(C(=O)N/N=C(\C)c2ccccc2O)nnn1-c1nonc1N	-1	-25
COc1ccc(-c2c(-c3cc(OC)cc(OC)c3)n(C)c3ccc(-c4ccc(OC)cc4F)cc23)cc1	-63	90
O=C(NCc1nnc(SCC(=O)N2CCCC2)o1)c1ccccc1F	-4	-1
CCC(=O)N1CCC2(CC1)Oc1ccc(F)cc1C(=O)C21CC(c2cccnc2)=NO1 (configuration not stated)	13	-7

These rows are one share of the data. The share of hits here may be higher or lower than overall.
